AmpC det inh: blocks E. coli AmpC beta-lactamase in presence of detergent; purified AmpC, nitrocefin hydrolysis with detergent; Potency, µM (doses to about 28.7 µM), for the others: at the top dose activity change, negative = inhibition; 71,000 tested, 0.09% active; AID 584; active = well fitted curve in the direction sought with a large enough effect; inconclusive = small, poorly fitted or top-dose-only effect
Target sequence (P00811 whole entry, looked up): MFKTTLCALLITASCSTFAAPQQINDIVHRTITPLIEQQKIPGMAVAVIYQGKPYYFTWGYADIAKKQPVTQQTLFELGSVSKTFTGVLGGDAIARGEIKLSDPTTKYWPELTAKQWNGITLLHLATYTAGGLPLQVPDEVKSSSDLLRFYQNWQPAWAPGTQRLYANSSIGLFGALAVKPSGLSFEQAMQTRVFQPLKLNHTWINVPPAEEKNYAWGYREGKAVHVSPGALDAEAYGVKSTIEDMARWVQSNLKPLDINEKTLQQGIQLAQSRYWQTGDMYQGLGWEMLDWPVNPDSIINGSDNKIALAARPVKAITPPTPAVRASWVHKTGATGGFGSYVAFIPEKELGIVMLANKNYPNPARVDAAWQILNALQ
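E. coli AmpC (5.3 nM) in 20 mM phosphate pH 7.0 with 0.01% Triton X-100, preincubated 15 min RT with compound; nitrocefin (2 uL of 800 uM stock) hydrolysis followed by 480 nm absorbance every 20 s over 4 min.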
Numbers without * were called inactive; ? = inconclusive; & = joins results of further samples; [ ] = another dose, or the depositor's remark. % is scaled to controls: 0 for no effect and ±100 for the full control effect; potency is read from the fitted curve at half-maximal effect. Some of the compounds tested (hit frequency here may not be typical).

SMILES	AmpC det inh
O=C(O)CCC(=O)c1ccc(-c2ccccc2)cc1	-3%[12.8 µM]
CC[C@H](NC(C)C)[C@H](O)c1ccc(O)c2[nH]c(=O)ccc12	-4%
C[C@H](N[C@@H](C)COc1ccccc1)[C@H](O)c1ccc(O)cc1	-2%[12.8 µM]
CCCCNc1ccc(C(=O)OCCN(C)C)cc1	-3%[12.8 µM]
O=C(c1ccccc1)c1ccc2n1CC[C@H]2C(=O)O	-1%[12.8 µM]
CCN(CC)CCOC(=O)c1ccc(N)cc1	1%[12.8 µM]
COc1cc2ncnc(Nc3cccc(Cl)c3)c2cc1OC	1%&-1%
C1CCC(C(C[C@@H]2CCCCN2)C2CCCCC2)CC1	-2%[12.8 µM]
CN[C@H]1[C@@H](O)[C@@H](NC)[C@@H]2O[C@@]3(O)C(=O)C[C@@H](C)O[C@H]3O[C@H]2[C@H]1O	0%[12.8 µM]
Oc1ccc(/C=C\c2cc(O)cc(O)c2)cc1	-2%
N[C@@H](Cc1c[nH]c2ccc(O)cc12)C(=O)O	9%&-6%
N#Cc1ccc(C(c2ccc(C#N)cc2)n2cncn2)cc1	-3%[12.8 µM]
NOCC(=O)O	-2%
CCCCNc1ccc(C(=O)OCCOCCOCCOCCOCCOCCOCCOCCOCCOC)cc1	-1%[12.8 µM]
C[C@H]1[C@H](C)CC[C@@]2(C(=O)O)CC[C@]3(C)C(=CC[C@H]4[C@@]5(C)C[C@@H](O)[C@H](O)[C@@](C)(CO)[C@@H]5CC[C@@]43C)[C@@H]12	0%
C[C@@H](C(=O)O)c1ccc(C(=O)c2cccs2)cc1	-4%[12.8 µM]
CC(C)(CO)[C@H](O)C(=O)NCCC(=O)O	-4%[12.8 µM]
OC[C@@H](O)CN1CCN(c2ccccc2)CC1	0%[12.8 µM]
CN=C(NC#N)Nc1ccc(C2=NNC(=O)C[C@@H]2C)cc1	-6%&0%
C1COC(NC(C2CC2)C2CC2)=N1	-3%

A run of entries of the results above:
SMILES	AmpC det inh
CN=C(NC#N)Nc1ccc(C2=NNC(=O)C[C@@H]2C)cc1	-6%&0%
C1COC(NC(C2CC2)C2CC2)=N1	-3%

Five entries out of the list, arranged by number of heavy atoms, lowest first.
SMILES	AmpC det inh
CC(C)(CO)[C@H](O)C(=O)NCCC(=O)O	-4%[12.8 µM]
N[C@@H](Cc1c[nH]c2ccc(O)cc12)C(=O)O	9%&-6%
OC[C@@H](O)CN1CCN(c2ccccc2)CC1	0%[12.8 µM]
CC[C@H](NC(C)C)[C@H](O)c1ccc(O)c2[nH]c(=O)ccc12	-4%
CN[C@H]1[C@@H](O)[C@@H](NC)[C@@H]2O[C@@]3(O)C(=O)C[C@@H](C)O[C@H]3O[C@H]2[C@H]1O	0%[12.8 µM]

A few values from above:
CN=C(NC#N)Nc1ccc(C2=NNC(=O)C[C@@H]2C)cc1 | AmpC det inh: -6%&0%
O=C(O)CCC(=O)c1ccc(-c2ccccc2)cc1 | AmpC det inh: -3%[12.8 µM]

More compounds.
SMILES	AmpC det inh
C[N+]1(C)CCC(=C(c2ccccc2)c2ccccc2)CC1	-1%[12.8 µM]
Cc1ccc(N(CC2=NCCN2)c2cccc(O)c2)cc1	-3%
CNCCCN1c2ccccc2CCc2ccccc21	-1%
CN1CCO[C@H](c2ccccc2)c2ccccc2C1	-1%[12.8 µM]
COc1cc(N)c(Cl)cc1C(=O)N[C@H]1CCN(CCCOc2ccc(F)cc2)C[C@@H]1OC	1%
CC(=O)O[C@]1(C(C)=O)CC[C@@H]2[C@@H]3C=C(Cl)C4=CC(=O)[C@H]5C[C@@H]5[C@]4(C)[C@H]3CC[C@]21C	0%[12.8 µM]
Oc1cc2c(cc1O)[C@H]1c3ccc(O)c(O)c3OC[C@@]1(O)C2	6%
O=c1oc2c(O)c(O)cc3c(=O)oc4c(O)c(O)cc1c4c23	?
Cc1ccc(=O)n(-c2ccccc2)c1	-1%&0%
CC(=O)OCC(=O)[C@@]1(O)CC[C@@H]2[C@H]3CCC4=CC(=O)C=C[C@]4(C)[C@]3(F)[C@@H](O)C[C@@]21C	3%[12.8 µM]
CCn1cc(C(=O)O)c(=O)c2cnc(N3CCNCC3)nc21	-1%[12.8 µM]
C#C[C@@]1(O)CC[C@@H]2[C@@H]3CCC4=CC(=O)CC[C@@H]4[C@H]3CC[C@]21CC	-6%[12.8 µM]
CC(=O)CCCCn1c(=O)c2c(ncn2C)n(C)c1=O	0%
COc1nccc(-c2c(-c3ccc(F)cc3)ncn2C2CCC(O)CC2)n1 (stereo not given)	0%
O=C(O)c1cccnc1Nc1cccc(C(F)(F)F)c1	-2%[12.8 µM]

Exported bar-delimited: six of the compounds above
structure | AmpC det inh
Cc1ccc(=O)n(-c2ccccc2)c1 | -1%&0%
CC(=O)OCC(=O)[C@@]1(O)CC[C@@H]2[C@H]3CCC4=CC(=O)C=C[C@]4(C)[C@]3(F)[C@@H](O)C[C@@]21C | 3%[12.8 µM]
CCn1cc(C(=O)O)c(=O)c2cnc(N3CCNCC3)nc21 | -1%[12.8 µM]
C#C[C@@]1(O)CC[C@@H]2[C@@H]3CCC4=CC(=O)CC[C@@H]4[C@H]3CC[C@]21CC | -6%[12.8 µM]
CC(=O)CCCCn1c(=O)c2c(ncn2C)n(C)c1=O | 0%
COc1nccc(-c2c(-c3ccc(F)cc3)ncn2C2CCC(O)CC2)n1 (stereo not given) | 0%

Assay outcomes deposited in PubChem BioAssay by National Center for Advancing Translational Sciences (NCATS).
